Screening data from PubChem.
AGP1-GFP MLPCN: modulators of AGP1-GFP expression in yeast TOR pathway, primary screen, cell-based, multiplex flow cytometry, S. cerevisiae, MLPCN library | 3 h; GFP as percent of DMSO wells | GFP response vs DMSO, % at 10 µM | 320,000 tested, 0.02% active;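 active = GFP response relative to DMSO above a set limit, near screen average plus 3 SD, cut at about 150% in these data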;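 also: median GFP channel fluorescence of the gated AGP1 strain per well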
CR mimetic SO: reduction of superoxide in aged yeast, primary screen, HTS; S. cerevisiae aged cells, superoxide DHE fluorescence; hits give low values; superoxide response (% of plate mean), % at 10 µM; 330,000 tested, 0.18% active; AID 2690, 2010;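 active = superoxide response under a set limit, about three screen SD below normal, cut at about 65% in these data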;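 also: yeast aged for seven days with compound at 30 °C before DHE staining; 100% = average MFI of all compound-treated wells on the plate with controls excluded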
Bcl-xL primary: inhibitors of human Bcl-xL, primary screen, biochemical, fluorescence polarization, HTS; GST-Bcl-xL / FITC-Bim BH3 peptide fluorescence polarization; inhibition, % at 10.9 µM; 320,000 tested, 0.7% active; AID 2129, 2009;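 active = inhibition above the mean of all tested compounds plus 3 SD, cutoff set per campaign, cut at about 30% in these data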;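 also: 0% = DMSO wells and 100% = unlabeled Bim-BH3 peptide competitor; inhibitors lower millipolarization by displacing the labeled peptide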
GRK2 aptamer HTS: compounds blocking aptamer binding on GRK2 – biochemical, human GRK2, bead flow cytometry, HTS, primary screen | inhibition of aptamer binding, % at 10 µM | FAM-aptamer displacement from GRK2 | Beta-adrenergic receptor kinase 1 (Homo sapiens), P25098 | 330,000 tested, 0.59% active | AID 488847, 2010;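 active = inhibition of aptamer binding above 40%, roughly 3 SD of noise, on plates passing a quality check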;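 also: median bead fluorescence of bound FAM aptamer so fluorescent compounds give negative values; no value below 0 was filed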
MCL1 BIM primary: inhibitors of MCL1 binding to BIM-BH3, primary screen, biochemical, fluorescence polarization; inhibition, % at 10.9 µM; 320,000 tested, 0.68% active; GST-MCL1 / FITC-Bim-BH3 fluorescence polarization; Induced myeloid leukemia cell differentiation protein Mcl-1 (Homo sapiens), Q07820;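 active = inhibition above the mean inhibition of all tested compounds plus 3 SD, set per campaign, cut at about 40% in these data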;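 also: 0% = DMSO wells and 100% = unlabeled Bim-BH3 peptide control; higher means more loss of mP so more displacement of Bim peptide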
GLD-1 RNA inh: GLD-1/TGE RNA complex disruptors, primary screen, biochemical, fluorescence polarization. Female germline-specific tumor suppressor gld-1 (Caenorhabditis elegans), Q17339. purified GLD-1 + fluorescein TGE RNA. inhibition, % at 5.96 µM. 320,000 tested, 0.44% active;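 active = percent inhibition above a per-plate cutoff, the plate mean of test compounds plus 3 SD, cut at about 30% in these data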;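 also: 0% = DMSO wells with GLD-1 and probe and 100% = wells lacking GLD-1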
Target sequence (Q17339 whole entry, looked up): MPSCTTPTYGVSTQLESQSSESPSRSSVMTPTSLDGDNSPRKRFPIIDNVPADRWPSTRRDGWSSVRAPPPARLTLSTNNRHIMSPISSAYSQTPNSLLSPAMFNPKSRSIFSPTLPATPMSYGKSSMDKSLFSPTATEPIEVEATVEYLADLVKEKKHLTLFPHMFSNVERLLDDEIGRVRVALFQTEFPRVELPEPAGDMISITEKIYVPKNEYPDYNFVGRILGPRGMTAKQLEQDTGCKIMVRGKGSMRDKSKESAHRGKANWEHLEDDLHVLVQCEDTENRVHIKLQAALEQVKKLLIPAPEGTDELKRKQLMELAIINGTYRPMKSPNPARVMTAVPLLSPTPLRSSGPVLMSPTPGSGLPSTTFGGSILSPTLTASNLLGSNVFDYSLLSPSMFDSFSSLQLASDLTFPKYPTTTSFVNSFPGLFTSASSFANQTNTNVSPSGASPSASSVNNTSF
MEX-5 binding: MEX-5 zinc finger RNA-binding disruptors – biochemical, C. elegans, fluorescence polarization, MLPCN library, primary screen; Zinc finger protein mex-5 (Caenorhabditis elegans), Q9XUB2; MEX-5/FITC-TCR2 RNA binding; hits give low values; activity score (negative = inhibition of binding), % at 10 µM; 300,000 tested, 0.38% active;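 active = inhibition past about -25% in most replicates, and total fluorescence under double the plate's negative control median, limit read from the data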;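 also: 0% = DMSO and -100% = 5 µM competing unlabeled TCR2 RNA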
Target sequence (Q9XUB2 whole entry, looked up): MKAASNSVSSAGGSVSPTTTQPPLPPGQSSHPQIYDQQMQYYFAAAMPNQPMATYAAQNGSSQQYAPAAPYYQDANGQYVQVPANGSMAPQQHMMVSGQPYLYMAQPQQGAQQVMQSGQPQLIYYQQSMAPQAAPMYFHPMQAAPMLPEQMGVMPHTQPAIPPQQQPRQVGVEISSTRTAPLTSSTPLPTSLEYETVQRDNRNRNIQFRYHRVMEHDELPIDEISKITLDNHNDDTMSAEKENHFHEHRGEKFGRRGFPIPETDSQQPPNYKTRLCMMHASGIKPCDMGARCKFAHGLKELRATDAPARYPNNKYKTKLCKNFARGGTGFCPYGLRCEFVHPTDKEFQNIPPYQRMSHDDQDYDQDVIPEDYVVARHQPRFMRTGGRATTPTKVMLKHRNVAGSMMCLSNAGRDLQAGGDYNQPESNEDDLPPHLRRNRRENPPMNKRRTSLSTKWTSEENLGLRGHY
VLA-4 inh: inhibition in human VLA-4 binding assay, primary screen, VLA-4 allosteric modulator project, MLPCN library, flow cytometry, VLA-4 expressing cells; Integrin alpha-4 (Homo sapiens), P13612; inhibition, % (about 7 µM as worked out from the volumes in the protocol); 330,000 tested, 0.2% active; AID 2557, 2010; ligand binding flow cytometry; in the data active = inhibition above about 50%
CIT2-GFP yeast: modulators of CIT2-GFP expression in yeast, primary screen, S. cerevisiae, GFP fusion, multiplex flow cytometry, MLPCN library; 320,000 tested, 0.065% active; GFP response vs DMSO, % at 10 µM; S. cerevisiae CIT2-GFP strain, 3 h; 100 means same as DMSO wells;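 active = GFP response relative to DMSO above a set limit, near the screen mean plus 3 SD, cut at about 150% in these data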;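 also: ratio of well median GFP fluorescence to mean of DMSO wells on the plate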
Starred values were filed as active, the others as inactive; · = no result given. Rows were taken by chance. Share with any hit: about 2.1%.

entry	SMILES	AGP1-GFP MLPCN	CR mimetic SO	Bcl-xL primary	GRK2 aptamer HTS	MCL1 BIM primary	GLD-1 RNA inh	MEX-5 binding	VLA-4 inh	CIT2-GFP yeast
1	Cc1nn(Cc2ccc(F)cc2)c(C)c1NC(=O)c1cc(-c2ccco2)on1	113	105	-4	4	-2	-19	3.0	-9	107
2	C=CCNc1nc(Nc2ccc(-c3nc4ccccc4o3)cc2)nc(N2CCOCC2)n1	101	97	7	0	7	0	1.8	18	100
3	CCOc1ccccc1N(CC(=O)Nc1ccc(OC)cc1OC)S(=O)(=O)c1ccccc1	95	91	-7	7	2	3	-0.1	3	97
4	Cc1[nH]n(S(=O)(=O)c2ccccc2)c(=O)c1N=Nc1cccc(Cl)c1	106	100	1	0	-3	1	-0.6	-2	106
5	Clc1ccc(OCc2nnc(SCCN3CCCCC3)n2Cc2ccco2)cc1	111	97	2	0	15	2	1.7	15	113
6	COc1ccccc1OCCOc1ccc(/C=C2/C(=N)N3OC(C)=CC3=NC2=O)cc1OC	103	95	1	20	-7	2	0.0	0	109
7	COc1ccc(/C=N/NC(=O)c2ccc(CN3C(=O)c4cccc5cccc3c45)cc2)cc1O	101	114	7	0	5	-1	-2.9	22	99
8	O=C1c2cccc3c(N4CCCCC4)ccc(c23)C(=O)N1CCO	79	104	49*	0	27	-3	-26*	-22	88
9	COc1ccc(C2C(C(=O)N3CCN(C)CC3)c3cc(OC)c(OC)cc3C(=O)N2C)cc1 (centres undefined)	118	89	6	0	4	-4	0.6	7	108
10	Cc1cc(C)nc(NC(=S)NC(=O)c2ccccc2F)n1	101	99	6	2	6	-1	0.5	0	90
11	O=C(CSc1ccc(-c2cccnc2)nn1)N1CCCc2ccccc21	100	100	3	0	-2	-7	0.1	-6	103
12	O=C(CC(=O)NCc1ccc(Cl)cc1)NCc1ccc(Cl)cc1	106	114	-2	0	1	3	0.1	3	102
13	CS(=O)(=O)N1Cc2ccccc2CC1C(=O)OCC(=O)NCCc1ccc(S(N)(=O)=O)cc1 (centres undefined)	104	80	·	0	·	8	·	2	124
14	COc1cccc(OC)c1C(=O)Nc1nc(-c2ccccc2)cs1	101	91	7	0	1	-1	3.1	4	97
15	Cc1cccc(NC(=O)CSCC(=O)NCc2ccco2)c1	93	117	3	0	-6	1	-0.9	19	95
16	COc1ccc(C(CC(=O)O)N2Cc3ccccc3C2=O)cc1 (centres undefined)	88	94	6	1	5	4	-2.1	11	99
17	CC1(C(=O)O)CCC(C(=O)NCCc2ccccc2)C1(C)C (centres undefined)	95	100	-4	0	-4	6	-2.1	-21	94
18	Cc1nn(CC2CC2)c(=O)n1-c1ccc(Oc2ccccc2)cc1	95	113	2	1	-4	-4	-3.8	5	94
19	CC1CC(C)CN(CC(=O)c2c[nH]c3ccccc23)C1 (centres undefined)	106	93	-7	0	-34	-33	-1.4	-194	115
20	CCCSCCCNC(=O)Cn1c(=O)c2cccn2c2ccccc21	98	109	3	0	3	7	0.6	-3	102
21	COc1cccc(C(=O)COc2ccc3ccc(=O)oc3c2)c1	87	91	-3	1	1	-12	-1.2	-9	88
22	CC1=C/C(=N\NC(=O)c2cccs2)CC(C)(C)C1	96	102	-4	2	-1	-4	0.1	-1	97
23	Cn1c(=O)n(C)c2cc(N3CCOCC3)c(NC(=O)c3cccc(Cl)c3)cc21	103	121	2	0	-3	2	2.5	3	105
24	CCn1c2ccccc2c2nnc(SCC(=O)NCc3cccs3)nc21	·	100	6	1	8	3	-0.9	7	93
25	Cc1nc2c(-c3ccccc3)c(C)nn2c(C)c1CCC(=O)NCc1ccco1	111	106	4	2	10	8	·	5	108
26	Cc1nonc1NC(=O)CSc1cn[nH]n1	103	94	0	0	-3	7	3.8	14	99
27	CCOC(=O)c1cc2sccc2n1CC(=O)N1CCCc2ccccc21	92	94	3	0	-1	1	0.4	2	92
28	CCn1c(CNC(=O)c2ccc(OC)cc2)nnc1SCC(=O)c1ccccc1	·	98	-12	2	-4	-1	0.0	2	126
29	CCCOc1ccc(C(=O)NNC(=S)NC(=O)c2ccco2)cc1	113	218	2	0	10	7	·	2	111
30	COc1ccc(NS(=O)(=O)c2ccc(Br)cc2)cn1	91	92	0	0	3	4	-1.8	-3	101
31	COc1ccc(CCNC(=O)CSc2nc3[nH]ncc3c(=O)n2-c2ccc(Cl)cc2Cl)cc1OC	102	93	6	1	-1	-6	1.0	-8	95
32	Cc1cc(C(=O)COC(=O)c2ccc3c(c2)NC(=O)CS3)c(C)n1CC1CCCO1 (centres undefined)	96	122	0	0	-7	1	0.2	15	98
33	COC(=O)c1ccc(NN=Nc2ccc(C)cc2)cc1	95	92	3	0	-1	0	-4.3	6	92
34	CCN(CC)c1ccc(S(=O)(=O)N2CCOCC2)cc1NC(=O)CN1C(=O)NC2(CCC(C)CC2)C1=O (centres undefined)	104	88	6	0	-4	3	1.0	3	103
35	CCN1CCN(CCC(=O)Nc2ccccc2C)CC1	101	106	3	0	7	1	1.4	-1	101
36	Cc1ccc(OCC(=O)NC(C)c2ccccc2)c([N+](=O)[O-])n1 (centres undefined)	94	99	-2	5	-7	5	1.6	7	98
37	CC(C)(C)C1CCC(C(=O)OCC(=O)N2CCOCC2)CC1 (centres undefined)	92	105	0	0	-1	0	-1.4	7	114
38	COc1ccc(OC)c(CCNC(=O)CS(=O)(=O)Cc2nc(-c3ccccc3Cl)oc2C)c1	98	92	5	5	11	7	1.2	-6	98
39	CC(=O)Nc1ccc(NC(=O)c2ccccc2C)cc1	97	84	4	2	6	-1	0.0	16	89
40	O=S(=O)(Nc1ccc2c(c1)OCO2)c1ccc(F)c(F)c1	99	100	1	0	-4	4	·	10	102
41	NC(=O)NO	95	89	6	0	11	6	·	14	93
42	CN(c1ccc(C(=O)N2CCOCC2)cc1)S(C)(=O)=O	93	110	-3	0	-2	0	1.2	-2	94
43	CC1(C)S/C(=N/N=C/c2cccs2)NC1=O	88	88	1	0	4	1	2.6	10	96
44	O=C(NCC1CCCO1)C1CCN(C2CCN(Cc3cccs3)CC2)CC1 (centres undefined)	107	95	8	2	1	1	-0.8	0	117
45	Cc1ccc(C)c(NC(=O)c2cc(-c3cc(C)c(C)cc3O)n[nH]2)c1	101	95	7	0	10	-3	-1.7	-5	100
46	COc1cccc(N2C(=O)CC(N3CCN(CCN=CC4=C(O)CC(C)(C)CC4=O)CC3)C2=O)c1 (centres undefined)	101	108	-3	0	-12	-7	2.6	-1	95
47	O=S(=O)(NCCc1ccccc1)c1ccc(Cl)nc1	105	94	3	1	4	4	-4.1	2	103
48	O=C(CN1CCCC1)Nc1sc2c(c1C(=O)Nc1ccccc1)CCCC2	90	97	·	1	·	·	2.7	14	97
49	Cc1ccccc1OCC(=O)Nc1cccc(S(=O)(=O)NC2=NCCC2)c1	106	96	5	2	5	9	·	11	93
50	O=C(Nc1cccc(Cl)c1Cl)c1ccc(-c2ccccc2)cc1	101	81	1	0	0	-1	0.9	-101	96
51	O=C(COC(=O)c1ccccc1NC(=O)c1ccco1)Nc1ncc(Cl)cc1Cl	94	103	5	5	-3	8	-1.9	33	83
52	COc1ccc(Nc2nc3cc(C)ccc3cc2C#N)cc1	104	97	4	0	2	4	-5.3	-126	101
53	O=C(c1cc2ccccc2cc1O)N1CCN(c2cccc(Cl)c2)CC1	94	114	2	6	1	11	-1.2	5	90
54	CS(=O)(=O)N(CC(=O)N1CCN(Cc2ccccc2)CC1)c1cccc([N+](=O)[O-])c1	104	99	8	1	4	8	4.4	2	109
55	C(=N\Nc1nncc2ccccc12)/c1ccccc1	101	101	-2	2	-6	6	-0.2	19	102
56	COc1ccc(-n2c(C)cc(C(=O)CSc3nnc(-c4cccs4)o3)c2C)cc1	97	95	1	0	0	0	0.5	31	100
57	O=C1CN(C(=O)c2ccccc2)C(c2ccccc2)c2cc(F)ccc2N1 (centres undefined)	111	84	4	1	8	4	1.1	-4	106
58	O=C(NCCN1CCCC1)C1COc2ccccc2O1 (centres undefined)	96	112	7	0	7	1	1.3	0	97
59	Cc1ccc(CN(C)C(=O)CN2C(=O)NC3(CCCC3)C2=O)o1	89	98	0	2	-7	4	·	-6	84
60	CCOCCCNS(=O)(=O)c1ccc2c(c1)CCN2C(=O)CC	96	99	9	0	6	-2	0.3	-32	99

Remaining list, next part
entry	SMILES	AGP1-GFP MLPCN	CR mimetic SO	Bcl-xL primary	GRK2 aptamer HTS	MCL1 BIM primary	GLD-1 RNA inh	MEX-5 binding	VLA-4 inh	CIT2-GFP yeast
61	COc1cccc(C(=O)Nc2ccc(NC(=O)C3CCCCC3C(=O)O)cc2)c1 (centres undefined)	109	92	5	0	7	3	-0.3	6	98
62	CC1CCN(Cc2c(C(=O)N/N=C/c3cccc(Cl)c3)nnn2-c2nonc2N)CC1	110	94	6	4	7	-2	-2.6	-5	107
63	O=C(COC(=O)CCCN1C(=O)c2cccc3cccc(c23)C1=O)Nc1ccc(Cl)cc1	103	104	-3	3	3	7	0.0	0	101
64	COc1ccccc1-c1cn(S(=O)(=O)c2ccc(F)cc2)nc1N	104	90	0	2	-1	-4	-2.5	4	100
65	C=CCNc1sc(C(=O)C(C)(C)C)c(N)c1C#N	98	104	-3	2	-6	-5	-0.9	-10	95
66	CCN1/C(=C/c2cc[n+](CCCS(=O)(=O)[O-])c3ccccc23)Sc2ccccc21	104	89	-27	1	-46	-163	33	-173	128
67	COC(=O)c1ccccc1NC(=O)N1CCN(c2ccc(F)cc2)CC1	91	112	4	0	1	-1	1.4	2	115
68	CCOc1cc(/C=N/NC(=O)c2cccc(S(=O)(=O)N3CCCC3)c2)ccc1OCC(=O)N(C)C	95	108	-1	3	-2	10	2.2	16	87
69	CCCc1nc2ccccc2c(C(=O)OCC(=O)Nc2ccc(S(=O)(=O)N3CCOCC3)cc2)c1CC	103	117	-1	0	3	3	2.1	35	84
70	COC(=O)c1ccc(CNC(=O)c2c3c(nc4ccccc24)CCN(Cc2ccccc2)C3)cc1	94	99	10	0	-9	12	-12	-3	96
71	COc1ccc(C2=NN(C(=O)CSC3=NN4CCCC(=O)N=C4S3)C(c3cccc(OC)c3OC)C2)cc1 (centres undefined)	106	111	8	0	2	7	-1.1	2	98
72	CCSc1nnc(NC(=O)c2csc3c2CCC(C)C3)s1 (centres undefined)	98	106	2	0	-2	1	0.6	-1	94
73	Cc1nn(C)cc1-c1csc(N)n1	108	100	-2	4	-6	-1	0.9	4	100
74	CCn1cc(CNC(=O)c2cc(COc3ccc(F)cc3F)on2)cn1	98	98	5	0	14	9	0.8	1	95
75	Cc1ccc(N(C(=O)NC2CCCCC2)C2=NCCCCC2)cc1	·	94	4	2	5	-1	-1.0	-8	·
76	Cn1nnnc1SCC(=O)N1CCN(C(c2ccccc2)c2ccccc2)CC1	98	96	3	2	14	10	-2.0	8	97
